Source: PubChem (National Center for Advancing Translational Sciences (NCATS))
Gal4-VP16 FLuc: Gal4-VP16 reporter inhibition counter-screen. Drosophila S2 Gal4-VP16 UAS-luciferase, luminescence, 20 h. Potency, µM (doses to about 53.6 µM), for inactives: top-dose activity, negative = inhibition, hits mostly inhibitors. hit rate 3.5% among 310,000. AID 2546;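 further: Gal4-VP16 expression switched on by copper sulfate through the metallothionein promoter; potency means the concentration at half of the fitted maximal effect; on the % scale 0 is the no-effect control and ±100 the full control effect; nearly all actives have a fitted effect of over 50% in size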
NPC1 prom act: activators of NPC1 promoter; Huh7 NPC1 promoter luciferase reporter, 24 h; hit rate 2.4% among 320,000; Potency, µM (series often up to 9.22 µM), for the others: top-dose activation, hits mostly activators;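 further: potency means the concentration at half of the fitted maximal effect; % of control where 0% means no effect; nearly all actives have a fitted effect of over 60% in size; reporter is driven by a mutant NPC1 promoter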
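Readout is luciferase luminescence, reflecting NPC1 promoter activation in stably transfected Huh7 cells after 24 h compound exposure at 37 °C in reduced-serum medium with 10% FBS.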
RORgamma inh: blocks mouse ROR gamma transcriptional activity. P51450. Drosophila S2 Gal4-RORgamma UAS-luciferase reporter, 20 h. Potency, µM (doses to about 53.6 µM), for inactives: at the top dose activity change, negative = inhibition, hits mostly inhibitors. hit rate 5.4% among 310,000. AID 2551; further: potency means the concentration at half of the fitted maximal effect; on the % scale 0 is the no-effect control and ±100 the full control effect; nearly all actives have a fitted effect of over 60% in size
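Drosophila Schneider cells stably carrying a metallothionein-driven Gal4 DBD–ROR gamma fusion and a UAS-Photinus luciferase reporter were exposed to compound for 1 hr, then induced with copper sulfate (700 uM final) for 20 hr at ambient temperature before luminescence reading.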
ELG1 genotoxic: inducers of genotoxicity in HEK293T ELG1-luciferase cells | HEK293T ELG1-luciferase reporter, luminescence, 16 h | Potency, µM (series often up to 46 µM), without a hit: at the top dose activity change, positive = activation, most hits filed as activators | hit rate 1.3% among 330,000; further: potency means the concentration at half of the fitted maximal effect; % of control where 0% means no effect; nearly all actives have a fitted effect of over 60% in size
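Genotoxicity was scored as increased ELG1-luciferase reporter signal, measured by ONE-Glo luminescence (30 min, room temperature). Compound or vehicle exposure of the HEK293T reporter cells lasted 16 hr at 37°C.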
Rab9 prom act: activators of Rab9 promoter; AID 485297; Huh7 Rab9 promoter-luciferase reporter, luminescence, 24 h; Potency, µM (series often up to 9.22 µM), without a hit: at the highest dose activation, negative = inhibition, hits mostly activators; hit rate 2.8% among 320,000; further: potency means the concentration at half of the fitted maximal effect; % of control where 0% means no effect; nearly all actives have a fitted effect of over 60% in size
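Measured in stably transfected Huh7 cells bearing a Rab9 promoter–luciferase construct: 24 h compound treatment at 37 °C, followed by luminescence detection.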
Tb PFK inh: inhibitors of T. brucei phosphofructokinase. Potency, µM (doses to about 57.5 µM), inactives show top-dose activity, negative = inhibition, usual class: inhibitors. T. brucei PFK, ADP-Glo luminescence. O15648. AID 485367. hit rate 0.17% among 330,000;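 further: potency means the concentration at half of the fitted maximal effect; 0% = uninhibited 1x PFK enzyme wells and -100% = no-enzyme wells; nearly all actives have a fitted effect of over 60% in size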
Target sequence (O15648 whole entry, looked up): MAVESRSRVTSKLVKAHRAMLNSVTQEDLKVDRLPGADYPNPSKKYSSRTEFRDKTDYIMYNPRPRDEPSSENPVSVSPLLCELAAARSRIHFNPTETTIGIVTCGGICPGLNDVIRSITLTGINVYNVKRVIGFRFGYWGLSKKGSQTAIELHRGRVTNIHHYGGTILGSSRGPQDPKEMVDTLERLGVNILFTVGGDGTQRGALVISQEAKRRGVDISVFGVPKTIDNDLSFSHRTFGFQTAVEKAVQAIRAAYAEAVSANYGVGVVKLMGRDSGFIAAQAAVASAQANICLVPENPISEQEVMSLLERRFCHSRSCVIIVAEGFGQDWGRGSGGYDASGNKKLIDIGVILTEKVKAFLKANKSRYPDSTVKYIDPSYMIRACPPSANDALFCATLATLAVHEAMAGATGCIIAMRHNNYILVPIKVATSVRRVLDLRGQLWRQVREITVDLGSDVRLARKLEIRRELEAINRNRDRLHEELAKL
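ADP-Glo luminescence quantified ADP after 45 min at room temperature, with 1.25 nM T. brucei PFK, 0.1 mM ATP and 0.5 mM fructose-6-phosphate in pH 8.0 TEA buffer. qHTS titrations up to 57 µM; curves classified by quality.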
p53 reactivation: mutant p53 re-activation in reporter cells | H1299 p53-A138V BP100-luciferase reporter, luminescence, 24 h | Potency, µM (doses to about 92.2 µM), for inactives: at the top dose activity change, positive = activation, hits mostly activators | hit rate 0.063% among 320,000; further: potency means the concentration at half of the fitted maximal effect; % of control where 0% means no effect; nearly all actives have a fitted effect of over 45% in size
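H1299 (p53-null), stable ts p53-A138V + BP100-Luc; 1000 cells/well, Opti-MEM/10% FBS; cpd 4 pt, 1:5; 24 h, 37 deg C, 5% CO2; detection reagent 10 min RT; luminescence.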
ELG1 DNA repair: blocks ELG1-dependent DNA repair in HEK293T cells | HEK293T ELG1-luciferase reporter, luminescence, 16 h; DNA damage induced by 5-fluorouridine | Potency, µM (doses to about 46.1 µM), inactives show at the highest dose activity change, negative = inhibition, hits mostly inhibitors | hit rate 2.3% among 330,000 | AID 504467; further: potency means the concentration at half of the fitted maximal effect; on the % scale 0 is the no-effect control and ±100 the full control effect; nearly all actives have a fitted effect of over 55% in size
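Step one: seed 2,000 cells per well. Step two: pin-transfer compound or DMSO alongside 5-fluorouridine. Step three: incubate 16 hr, 37 °C, 5% CO2. Step four: add ONE-Glo, wait 30 min, read luminescence.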
TRPV1 ag: agonists of human vanilloid receptor 1 (TRPV1). AID 540275. TRPV1-expressing cells, Fluo-8 calcium influx, agonist mode. activation, % at 8.33 µM. hit rate 0.19% among 320,000; in the data active means activation above about 80%; inconclusive means between about 30% and that limit; further: 0% is about no effect
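TRPV1-expressing cells were cultured overnight at 35.5C and loaded with Fluo-8 calcium dye for 40 to 90 min at room temperature. After a 10 s baseline, compound was added and calcium influx was read kinetically for 3 min (ex 480/em 520 nm).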
FLuc modulator: firefly luciferase modulation, counter-screen for miR-21 project; purified FLuc, Km substrates, luminescence inhibition; Potency, µM (top dose mostly 57.5 µM), for inactives: at the top dose activity change, negative = inhibition, most hits filed as inhibitors; hit rate 6.9% among 360,000; AID 588342;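 further: potency means the concentration at half of the fitted maximal effect; plate controls were vehicle for no effect and reference inhibitor for full effect; nearly all actives have a fitted effect of over 55% in size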
Target sequence (P08659 whole entry, looked up): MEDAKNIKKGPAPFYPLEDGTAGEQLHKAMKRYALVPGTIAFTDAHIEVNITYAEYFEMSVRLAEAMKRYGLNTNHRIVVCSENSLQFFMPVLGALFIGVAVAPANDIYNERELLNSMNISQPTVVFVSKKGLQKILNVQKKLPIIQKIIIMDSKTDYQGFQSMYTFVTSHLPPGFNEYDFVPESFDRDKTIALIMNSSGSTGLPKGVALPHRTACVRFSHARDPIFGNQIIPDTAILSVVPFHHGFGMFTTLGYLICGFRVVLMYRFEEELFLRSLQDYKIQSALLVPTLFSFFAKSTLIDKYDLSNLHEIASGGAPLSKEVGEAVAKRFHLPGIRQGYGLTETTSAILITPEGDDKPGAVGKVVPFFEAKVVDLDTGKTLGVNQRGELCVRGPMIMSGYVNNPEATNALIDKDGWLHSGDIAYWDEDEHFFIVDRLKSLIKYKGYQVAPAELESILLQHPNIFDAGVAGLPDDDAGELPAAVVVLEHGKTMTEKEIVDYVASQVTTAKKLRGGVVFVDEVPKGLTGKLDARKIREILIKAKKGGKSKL
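Purified P. pyralis luciferase (10nM final) with 10uM D-luciferin and 10uM ATP (Km levels) in 50mM Tris acetate pH 7.5, 10mM Mg acetate, 0.01% Tween-20, 0.05% BSA; qHTS 6-point titration, ~60 µM downward; luminescence read.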
BRCA1 expr act: BRCA1 expression activation; MCF7-BRCA1-FFLuc reporter, luminescence, 48 h; response scale: scaled: vehicle 0%, 10 µM genistein 100%; Potency, µM (highest dose often 46.1 µM), for the others: top-dose activation, usual class: activators; hit rate 1.1% among 380,000; AID 624202; further: potency means the concentration at half of the fitted maximal effect; nearly all actives have a fitted effect of over 80% in size; some results filed as inactive show a strong effect at the top dose
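Quantitative HTS in MCF7 cells stably reporting BRCA1 expression via firefly luciferase. Compound treatment lasts 48 h at 37 °C in phenol-red free MEM. Activation is expressed relative to genistein at 10 microM and DMSO.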
* = called active by the depositor; ? = inconclusive; · = not tested or not shown; [ ] = remark or other dose. Unless noted, the call rests on the fitted dose curve; in most records, active means well fitted curve in the direction sought with a large enough effect; inconclusive means small, poorly fitted or top-dose-only effect, or another doubt; inactive means no such curve, though single readings can be large; an effect the other way counts as inactive or inconclusive.

SMILES | Gal4-VP16 FLuc | NPC1 prom act | RORgamma inh | ELG1 genotoxic | Rab9 prom act | Tb PFK inh | p53 reactivation | ELG1 DNA repair | TRPV1 ag | FLuc modulator | BRCA1 expr act
COCCCNC(=O)c1c(N)n(/N=C/c2ccccn2)c2nc3ccccc3nc12 | -5% | 1% | 17% | 2% | 0% | -1% | -2% | 4.6µM* | 5 | 0% | 1%
CCOc1ccc(CN2CCN(CCCc3ccccc3)C(CCO)C2)cc1 (centres undefined) | 2% | -2% | 2% | -9% | -2% | 1% | 16% | -13% | 1 | 2% | -33%
CCCCNC(=O)CCSc1ccc(C)cc1 | 4% | -2% | -11% | -2% | -2% | -3% | -1% | -12% | 29 | -1% | -10%
O=C(Oc1ccc(Br)cc1C(=S)N1CCOCC1)c1cccc([N+](=O)[O-])c1 | -5% | -1% | -19% | -7% | 29% | -17% | 15% | 1% | 2 | -2% | 3%
O=C(CNS(=O)(=O)c1ccccc1)NCC(=O)OCc1ccc(Br)cc1 | -3% | 0% | 2% | 1% | 10% | -11% | 2% | 15% | 0 | 0% | -7%
O=C(Cc1ccc([N+](=O)[O-])cc1)Nc1ccc(Br)cn1 | 26% | 1% | 30% | 0% | -3%[1.84 µM] | ? | 11% | 5% | -6 | -3% | 22%
COc1ccc2nc(SCC(=O)Nc3cc(C)on3)[nH]c2c1 | 3% | -1% | 24% | 5% | 3% | 2% | 0% | -8% | 0 | 4% | -4%
Cc1noc(/C=C/N(C)C)c1S(=O)(=O)NC1CCCCC1 | -9% | -7% | 24% | 2% | 6% | 2% | 4% | 7% | -3 | -3% | -40%
CN(C)c1nc(-c2ccccc2)nnc1C(F)(F)F | 5% | -2% | 1% | 2% | -6% | 1% | -2% | 10% | 15 | 3% | -26%
OC(CN=c1sc2ccccc2n1CC(O)COc1ccccc1)COc1ccccc1 (centres undefined) | ? | -2% | ? | -28% | -6% | 2% | -8% | 21µM* | 21 | 0% | -75%
CNS(=O)(=O)c1cccc(C(=O)OCC(=O)NC2CCCC2)c1 | -15% | 1% | 9% | 1% | 3% | -1% | -2% | ? | 2 | -3% | -18%
O=C(/C=C/c1ccco1)OCc1nnc(-c2ccccc2)o1 | 1% | 1% | 24% | 2% | 2% | -14% | 2% | 15% | 5 | -15% | 11%

The final 5 compounds of the section above lead into the next:
SMILES | Gal4-VP16 FLuc | NPC1 prom act | RORgamma inh | ELG1 genotoxic | Rab9 prom act | Tb PFK inh | p53 reactivation | ELG1 DNA repair | TRPV1 ag | FLuc modulator | BRCA1 expr act
Cc1noc(/C=C/N(C)C)c1S(=O)(=O)NC1CCCCC1 | -9% | -7% | 24% | 2% | 6% | 2% | 4% | 7% | -3 | -3% | -40%
CN(C)c1nc(-c2ccccc2)nnc1C(F)(F)F | 5% | -2% | 1% | 2% | -6% | 1% | -2% | 10% | 15 | 3% | -26%
OC(CN=c1sc2ccccc2n1CC(O)COc1ccccc1)COc1ccccc1 (centres undefined) | ? | -2% | ? | -28% | -6% | 2% | -8% | 21µM* | 21 | 0% | -75%
CNS(=O)(=O)c1cccc(C(=O)OCC(=O)NC2CCCC2)c1 | -15% | 1% | 9% | 1% | 3% | -1% | -2% | ? | 2 | -3% | -18%
O=C(/C=C/c1ccco1)OCc1nnc(-c2ccccc2)o1 | 1% | 1% | 24% | 2% | 2% | -14% | 2% | 15% | 5 | -15% | 11%
NC(=O)C1CCN(C2CC(=O)NC2=O)CC1 (centres undefined) | ? | -2% | ? | -1% | -3% | ? | -7% | 16% | -3 | 2% | 13%
CCOC(=O)c1csc(NC(=O)c2cccs2)n1 | -4% | 2.2µM* | 0% | ? | 2.2µM* | 0% | ? | ? | 7 | 13µM* | 7.9µM*
Cc1c(C(=O)N2CCCCC2)c(S(=O)(=O)NCc2ccc(Cl)cc2)c(C)n1C | -4% | -3% | 7% | 1% | -10% | -4% | -7% | 4% | -1 | -1% | 14%
O=C(COC(=O)/C=C/c1ccc(Br)o1)NCCCN1CCCC1=O | -6% | 1% | -9% | 2% | 2% | 4% | -5% | 7% | 3 | 0% | 0%
O=[N+]([O-])c1ccc(N2CCN(c3ccccc3)CC2)cc1 | -1% | 21% | ? | 9% | 26% | -2% | 21% | 3% | -2 | 0% | 12%
COc1ccc(CCNC(=O)CCN2C(=O)COc3ccccc32)cc1OC | 6% | 0% | -36% | 2% | -8% | 0% | -2% | -2% | 1 | -1% | -2%
CCCCc1nnc(SCC(=O)NC2CCCCC2)n1C | -1% | 1% | 2% | 1% | 2% | 2% | 7% | 13% | 2 | 4% | 7%
Cc1cc(NC(=O)CN2CCN(c3cccc(Cl)c3)CC2)no1 | 1% | -5% | ? | 0% | -3% | 0% | -1% | 1% | 3 | 5% | 5%
CC(=O)Nc1sc2c(c1C(c1ccccc1)N1CCOCC1)CCCC2 (centres undefined) | -3% | 0% | 1% | 1% | -6% | 1% | 6% | 10% | 2 | 4% | -16%
O=C(c1ccc(N2CCOCC2)c([N+](=O)[O-])c1)N1CCCC(C(F)(F)F)C1 (centres undefined) | · | 0% | · | 0% | -7% | -10% | 9% | 5% | 12 | -1% | 16%
CC(=O)c1c(C)[nH]c(C(=O)OCC(=O)N2CC(C)OC(C)C2)c1C (centres undefined) | · | 0% | · | 5% | -3% | 3% | 2% | 28% | 3 | -1% | -28%
COC(=O)CNC(=O)c1ccc(C)s1 | 0% | -1% | 24% | 0% | 2% | -2% | 1% | 24% | -3 | 2% | 1%
O=C(c1ccc(N2CCCC2=O)cc1)N1CCN(c2ccccc2Cl)CC1 | · | 0% | · | -2% | 0% | -1% | -7% | ? | 2 | · | -24%
CN(CC(=O)Nc1ccccc1C(F)(F)F)C(=O)c1cc(Cl)nc2ccccc12 | · | -2% | · | 0% | 0% | 21% | -4% | 1% | -3 | 1% | -6%
O=C(c1cccc(N2CCCC2=O)c1)N1CCOCC1 | 11% | · | -3% | · | · | · | · | · | -2 | -1% | -32%
CCO[C@@H]1OC(C(=O)O)=C[C@H](c2coc3ccccc3c2=O)[C@H]1CCCO | 11% | -2% | -11% | 0% | 15% | 2% | 1% | -3% | -6 | 4% | 12%
CN(C)c1cc(-c2ccc([N+](=O)[O-])cc2)oc(=O)c1Cl | -7% | -1% | -2% | 0% | -2% | 1% | 0% | 10% | 22 | 2% | 0%
CCOC(CNC(=O)c1ccc2c(c1)ncn2-c1ccccc1OC)OCC | -11% | -5% | -5% | 0% | -3% | 0% | -5% | -6% | -2 | -1% | -6%
COc1ccc(C(=O)OCc2cc(=O)n3ccsc3n2)cc1F | · | · | · | 7% | · | -4% | 20% | ? | · | · | 1%
Cc1c(C(=O)OC(C)C)nnn1-c1nonc1N | -2% | 0% | 9% | 2% | 0% | -1% | 0% | ? | 2 | 0% | 1%
O=C(NCc1ccccc1)c1ccc(Br)cc1Br | ? | 1% | 23% | 2% | -2% | -4% | 1% | ? | 1 | -2% | 38%
COc1ccc2[nH]c3nc(SCC(=O)NC4CC4)nnc3c2c1 | -5% | 2% | -9% | 5% | 2% | 4% | 10% | 8% | 1 | -7% | -37%
Cc1cccc(C)c1NC(=O)C(Cl)=C(Cl)Cl | -5%[10 µM] | -2% | 1% | -15% | -6% | 6% | 9% | 2% | -2 | 3% | -41%
CC(C)CN(C(=O)CN1CCN(c2ccc(O)cc2)CC1)c1c(N)n(CC(C)C)c(=O)[nH]c1=O | 3% | -6% | 5% | 1% | 1% | -16% | -1% | 0% | 2 | 0% | 0%
Cc1cc(C(=O)NNC(=S)NC2CCCCC2)cs1 | ? | ? | 3.2µM* | 11% | 1.3µM* | -1% | 14% | ? | 1 | 2% | 36%
CCCc1nc2ccccc2[nH]1 | 11% | 1% | -28% | 1% | -3% | -1% | 1% | 1% | -2 | -2% | 9%
CCNC(=O)N(C)C[C@H]1N[C@@](CC)(C(=O)OC)[C@H]2C(=O)N(Cc3ccccc3)C(=O)[C@@H]12 | · | · | · | 0% | · | -11% | 4% | 20% | · | · | 15%
CC(C(=O)O)n1nc2ccccc2n1 (centres undefined) | -1% | 2% | -14% | 1% | 12% | 1% | ? | 2% | -1 | -1% | 0%
